GLD-1 RNA inh = GLD-1/TGE RNA complex disruptors, primary screen, biochemical, fluorescence polarization | Female germline-specific tumor suppressor gld-1 (Caenorhabditis elegans), Q17339 | purified GLD-1 + fluorescein TGE RNA | inhibition, % at 5.96 µM | 0.44% of 320,000 active | AID 2280, 2010;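 active = percent inhibition above a per-plate cutoff, the plate mean of test compounds plus 3 SD, cut at about 30% in these data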;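 also: 0% = DMSO wells with GLD-1 and probe and 100% = wells lacking GLD-1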
Target sequence (Q17339 whole entry, looked up): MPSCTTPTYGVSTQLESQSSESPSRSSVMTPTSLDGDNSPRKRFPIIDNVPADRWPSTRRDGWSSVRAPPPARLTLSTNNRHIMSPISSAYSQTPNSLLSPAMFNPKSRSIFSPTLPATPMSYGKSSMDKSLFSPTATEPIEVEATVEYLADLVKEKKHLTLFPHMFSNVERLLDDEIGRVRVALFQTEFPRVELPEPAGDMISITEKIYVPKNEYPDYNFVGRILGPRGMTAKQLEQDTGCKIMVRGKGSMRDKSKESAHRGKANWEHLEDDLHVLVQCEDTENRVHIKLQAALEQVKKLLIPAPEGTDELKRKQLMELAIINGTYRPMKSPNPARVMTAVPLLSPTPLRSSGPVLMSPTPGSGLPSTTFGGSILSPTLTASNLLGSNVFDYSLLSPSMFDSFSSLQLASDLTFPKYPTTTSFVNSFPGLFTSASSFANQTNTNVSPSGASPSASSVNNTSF
VLA-4 inh = inhibition in human VLA-4 binding assay, primary screen, VLA-4 allosteric modulator project, MLPCN library, flow cytometry, VLA-4 expressing cells. inhibition, % (about 7 µM as worked out from the volumes in the protocol). Integrin alpha-4 (Homo sapiens), P13612. ligand binding flow cytometry. AID 2557, 2010. 0.2% of 330,000 active; in the data active = inhibition above about 50%
Efflux pump inh = inhibitors of Candida efflux pumps in yeast, primary screen, S. cerevisiae, Nile Red, multiplex. S. cerevisiae Candida pump triplex. inhibition, % at 10 µM. 0.44% of 330,000 active. AID 485275, 2010;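 active = plate passing quality check with inhibition over a set limit, or well fluorescence over plate mean plus 4 SD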;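 also: Nile Red retained in pooled yeast measured as flow cytometry median fluorescence; 0% = buffer negative control and 100% = Enniatin B positive control; higher means more Nile Red kept so more efflux inhibition; some compounds called inactive have numbers as strong as hits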
PME-1 inh = PME-1 inhibitors via competitive probe labeling, primary screen, biochemical, fluorescence polarization, FP-Rh probe, HTS | 0.53% of 320,000 active | inhibition, % at 5.9 µM | Protein phosphatase methylesterase 1 (Homo sapiens), Q9Y570 | recombinant PME-1 | AID 2130, 2009;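 active = inhibition above the campaign mean of all compounds plus 3 SD, cut at about 26% in these data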;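 also: competitive labeling of PME-1 active site by serine hydrolase directed probe; 0% = PME-1 with DMSO and 100% = wells lacking PME-1 enzyme; inhibitors block probe labeling so polarization falls and inhibition rises; many of its hits are not listed in these tables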
Bcl-xL primary = inhibitors of human Bcl-xL, primary screen, biochemical, fluorescence polarization, HTS; GST-Bcl-xL / FITC-Bim BH3 peptide fluorescence polarization; AID 2129, 2009; Bcl-2-like protein 1 (Homo sapiens), Q07817; inhibition, % at 10.9 µM; 0.7% of 320,000 active;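 active = inhibition above the mean of all tested compounds plus 3 SD, cutoff set per campaign, cut at about 30% in these data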;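 also: 0% = DMSO wells and 100% = unlabeled Bim-BH3 peptide competitor; inhibitors lower millipolarization by displacing the labeled peptide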
MEX-5 binding = MEX-5 zinc finger RNA-binding disruptors – biochemical, C. elegans, fluorescence polarization, MLPCN library, primary screen; MEX-5/FITC-TCR2 RNA binding; active compounds read low; 0.38% of 300,000 active; AID 1832, 2009; Zinc finger protein mex-5 (Caenorhabditis elegans), Q9XUB2; activity score (negative = inhibition of binding), % at 10 µM;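 active = inhibition past about -25% in most replicates, and total fluorescence under double the plate's negative control median, limit read from the data; inconclusive = replicates evenly split on the limit, or fluorescence at least double controls; inactive = too little inhibition in most replicates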;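 also: 0% = DMSO and -100% = 5 µM competing unlabeled TCR2 RNA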
MCL1-BIM inh = inhibitors of MCL1 binding to BIM-BH3, primary screen, biochemical, fluorescence polarization. Induced myeloid leukemia cell differentiation protein Mcl-1 (Homo sapiens), Q07820. GST-MCL1 / FITC-Bim-BH3 fluorescence polarization. inhibition, % at 10.9 µM. 0.68% of 320,000 active;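 active = inhibition above the mean inhibition of all tested compounds plus 3 SD, set per campaign, cut at about 40% in these data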;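 also: 0% = DMSO wells and 100% = unlabeled Bim-BH3 peptide control; higher means more loss of mP so more displacement of Bim peptide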
Target sequence (Q07820 whole entry, looked up): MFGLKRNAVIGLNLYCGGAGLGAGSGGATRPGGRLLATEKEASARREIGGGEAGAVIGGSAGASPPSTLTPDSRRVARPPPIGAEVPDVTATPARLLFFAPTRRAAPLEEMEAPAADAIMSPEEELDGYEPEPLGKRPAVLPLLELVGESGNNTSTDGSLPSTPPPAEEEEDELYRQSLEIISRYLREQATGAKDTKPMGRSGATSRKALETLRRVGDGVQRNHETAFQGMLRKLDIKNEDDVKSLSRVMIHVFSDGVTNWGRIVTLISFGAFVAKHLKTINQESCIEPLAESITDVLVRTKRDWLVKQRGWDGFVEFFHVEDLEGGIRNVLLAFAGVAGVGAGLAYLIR
GRK2 inh = compounds blocking aptamer binding on GRK2 – biochemical, human GRK2, bead flow cytometry, HTS, primary screen | Beta-adrenergic receptor kinase 1 (Homo sapiens), P25098 | FAM-aptamer displacement from GRK2 | inhibition of aptamer binding, % at 10 µM | 0.59% of 330,000 active | AID 488847, 2010;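 active = inhibition of aptamer binding above 40%, roughly 3 SD of noise, on plates passing a quality check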;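 also: median bead fluorescence of bound FAM aptamer so fluorescent compounds give negative values; no value below 0 was filed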
Fam108B inh = mouse Fam108B serine hydrolase inhibitors, primary screen, counter-screen for RBBP9 inhibitor project, biochemical, fluorescence polarization; recombinant Fam108B, FP-Rh probe fluorescence polarization; AID 1947, 2009; 0.33% of 300,000 active; inhibition, % at 9.51 µM;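 active = inhibition above the screen mean inhibition plus 3 SD, computed separately per campaign, cut at about 18% in these data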;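 also: inhibitors lower polarization as less probe binds the enzyme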
The depositor's hits bear a star; ? = inconclusive; / = not tested or not shown. An excerpt (hit frequency here may not be typical).

Start of the data: the first five records as a preview:
Order of results: GLD-1 RNA inh	VLA-4 inh	Efflux pump inh	PME-1 inh	Bcl-xL primary	MEX-5 binding	MCL1-BIM inh	GRK2 inh	Fam108B inh
COc1ccc(-n2nc(C(=O)NCC(=O)NCC3CCCO3)c3ccccc3c2=O)cc1 (stereo not given)
    -2	-2	-0.1	-4	5	-0.2	8	0	-2
O=C(COC(=O)c1cc(-c2cccs2)nn1-c1ccccc1)Nc1ccc(F)c([N+](=O)[O-])c1
    8	14	0.0	-35	9	-2.1	9	3	-21
COc1ccc(-c2nc(CSCC(=O)NCc3ccc4c(c3)OCO4)c(C)o2)cc1OC
    1	-13	-0.1	0	2	-1.2	12	0	-1
O=C(CN1C(=O)NC2(CCCc3ccccc32)C1=O)Nc1cc(F)ccc1F (stereo not given)
    -3	20	-0.1	0	-5	-2.4	1	0	3
O=C(NC1CCCC1)C(c1ccncc1)N(C(=O)Cc1cccs1)c1cccc(F)c1 (stereo not given)
    -1	3	0.0	-1	2	-1.4	1	0	3

The whole of this part (from the top)
Order of results: GLD-1 RNA inh	VLA-4 inh	Efflux pump inh	PME-1 inh	Bcl-xL primary	MEX-5 binding	MCL1-BIM inh	GRK2 inh	Fam108B inh
COc1ccc(-n2nc(C(=O)NCC(=O)NCC3CCCO3)c3ccccc3c2=O)cc1 (stereo not given)
    -2	-2	-0.1	-4	5	-0.2	8	0	-2
O=C(COC(=O)c1cc(-c2cccs2)nn1-c1ccccc1)Nc1ccc(F)c([N+](=O)[O-])c1
    8	14	0.0	-35	9	-2.1	9	3	-21
COc1ccc(-c2nc(CSCC(=O)NCc3ccc4c(c3)OCO4)c(C)o2)cc1OC
    1	-13	-0.1	0	2	-1.2	12	0	-1
O=C(CN1C(=O)NC2(CCCc3ccccc32)C1=O)Nc1cc(F)ccc1F (stereo not given)
    -3	20	-0.1	0	-5	-2.4	1	0	3
O=C(NC1CCCC1)C(c1ccncc1)N(C(=O)Cc1cccs1)c1cccc(F)c1 (stereo not given)
    -1	3	0.0	-1	2	-1.4	1	0	3
N#Cc1sc(NCc2ccccc2)nc1Cl
    5	-1	0.1	8	1	3.5	6	6	1
O=C(Nc1ccc(Br)cc1)C1CC(O)CN1C(=O)OCc1ccccc1 (stereo not given)
    -1	18	0.0	-1	3	-0.4	7	1	0
COc1ccc(CNC(=S)Nc2cccc(C)c2C)cc1
    8	9	0.1	-4	2	4.4	12	0	2
NC(=O)CN1C(=O)NC2(CCOc3ccccc32)C1=O (stereo not given)
    3	-4	0.2	1	-4	-1.0	-2	0	2
CC(C)CCNC(=O)COC(=O)/C=C/c1ccc2ccccc2n1
    2	6	-0.1	16	3	2.5	2	0	-3
COc1ccccc1CN(C)C(=O)c1ccc(S(=O)(=O)Nc2c(C)n(C)n(-c3ccccc3)c2=O)cc1
    4	3	-0.1	/	/	/	/	1	/
CC(=O)/C(=N\Nc1ccc(Cl)cc1Cl)Sc1nnc(-c2ccccc2)n1-c1ccccc1
    4	18	-0.1	5	-6	2.1	-4	0	-1
O/C=c1\ccc2cccc3nc(C(F)(F)F)nc1c23
    37*	-307	3.0*	0	86*	?	94*	10	4
COc1ccc(CNC(=S)Nc2ccccc2F)cc1
    2	6	0.3	3	2	0.7	9	0	-1
COc1ccccc1C(=O)Nc1ccc(-c2nnn(CC(=O)NCc3ccco3)n2)cc1
    -4	3	0.0	-21	-8	0.5	-21	0	-14
COc1ccc(NC(=O)CN2C(=O)COc3ccc(S(=O)(=O)N4CCOCC4)cc32)cc1
    -12	-1	-0.2	0	1	1.0	3	4	5
Cc1cc(C)c(C(=O)CN2C(=O)C(=O)N(C3CCCC3)C2=O)cc1C
    5	8	0.6	-6	-3	/	-8	0	/
CCOC(=O)C1CCCN(C(=O)c2ccc3ncsc3c2)C1 (stereo not given)
    4	-2	-0.1	/	/	/	/	5	/
COc1ccc(NC(=O)c2ccc(CN3CCc4ccccc4C3)cc2)cc1OC
    8	1	-0.1	-3	2	2.2	14	6	-1
Cc1ccc(NC(=O)CN2C(=O)S/C(=C\c3ccc(-c4cccc(C(=O)O)c4C)o3)C2=O)cc1
    1	0	0.1	-6	11	-15	19	0	-9
CC(=O)NC1C(=O)N(CCN2CCOCC2)c2ccc(C)cc21 (stereo not given)
    4	14	0.1	-1	2	-1.4	-6	20	-4
NC(N)=NCCCc1cn(CC(=O)N2CCNCC2)nn1
    -2	11	-0.1	1	0	-0.9	2	1	-2
O=C1CCC(C(=O)N2CCN(c3ccc(F)cc3)CC2)CN1CC1CCCCC1 (stereo not given)
    0	-127	-0.1	6	0	1.7	2	0	2
CC(C)(C)NC(=O)C12CC3CC(CC(Cl)(C3)C1)C2
    9	8	-0.1	-9	1	0.5	-5	0	0
CCOc1ccc(Cc2c(Cl)nc(N)nc2Cl)cc1
    -5	24	-0.2	-1	3	2.8	4	0	-4
C(=N\Nc1ccccc1)/c1ccc(N2CCOCC2)cc1
    3	21	0.1	3	-1	0.3	2	2	3
CCOc1cnn(-c2ccccc2)c(=O)c1Cl
    4	48	0.1	-3	8	-0.3	8	0	4
CN1CCN(CCCNC(=O)CCc2nnc3n(Cc4ccccc4Cl)c(=O)c4ccccc4n23)CC1
    -3	6	0.2	3	7	0.9	-1	0	-2
CN(CCN1CCOCC1)C(=O)CC1C(=O)NCCN1Cc1ccccc1C(F)(F)F (stereo not given)
    15	-5	0.2	-6	18	/	21	2	2
Cc1ccc(-c2nnn(CC(=O)N(Cc3cccs3)C(C(=O)NC(C)(C)C)c3ccc(C)o3)n2)o1 (stereo not given)
    -2	7	0.1	2	4	1.7	10	0	8

Individual results from above.
N#Cc1sc(NCc2ccccc2)nc1Cl – Fam108B inh = 1
COc1ccc(CNC(=S)Nc2ccccc2F)cc1 – Bcl-xL primary = 2

Further results:
Order of results: GLD-1 RNA inh	VLA-4 inh	Efflux pump inh	PME-1 inh	Bcl-xL primary	MEX-5 binding	MCL1-BIM inh	GRK2 inh	Fam108B inh
Cc1ccccc1-c1nnn(C/C(N)=N/O)n1
    4	8	0.1	2	4	1.4	5	24	-6
O=C(c1cc2ccccc2oc1=O)N(Cc1ccccc1F)C1CCS(=O)(=O)C1 (stereo not given)
    -4	-12	-0.2	-4	-1	-0.8	-5	1	0
Cc1csc(NC(=O)CCS(=O)(=O)c2ccc(Br)cc2)n1
    4	-4	0.0	-2	3	-2.2	2	6	0
COc1ccc(N(Cc2ccccc2)S(=O)(=O)c2cc(C(=O)O)ccc2Cl)cc1
    3	4	0.0	-4	5	0.3	5	3	-1
Cc1ccc(C(=O)N(CCc2ccccc2)Cc2ccccc2)cc1S(=O)(=O)N1CCCCC1
    6	-8	0.1	3	4	0.0	3	0	-3
Cc1ccc2cc(C3CC(c4ccco4)=NN3S(C)(=O)=O)c(Cl)nc2c1 (stereo not given)
    -3	4	-0.3	-2	7	-0.2	1	0	3
O=C1CCc2cc(S(=O)(=O)NCc3ccccc3)cc3c2N1CC3
    -10	9	0.1	4	4	0.1	5	0	1
COc1cccc(NC(=O)CCSc2ccc3ccccc3n2)c1
    6	0	-0.1	0	-2	3.0	-5	1	-4
COC(=O)C1=C(C)N(CCc2ccc(OC)c(OC)c2)C(=O)/C1=C\c1ccc(O)cc1
    7	12	0.7	-1	10	-1.2	10	2	3
NC(=O)c1ccc(OCC(=O)N2CCNC2=O)cc1
    4	-8	-0.2	/	/	/	/	1	/
O=S(=O)(Nc1nc2c(s1)CCCC2)c1ccc(Br)cc1
    -2	26	0.0	0	-5	-1.6	-3	3	-3
CC1(CCBr)C(=O)N(c2ccccc2)c2ccccc21 (stereo not given)
    -2	-1	0.1	-1	7	1.2	3	0	6
NNC(=O)/C(=C\c1ccco1)NC(=O)c1ccco1
    6	11	-0.2	3	2	-0.2	4	4	-1
Cc1ccc(S(=O)(=O)N(C)C)cc1NC(=O)COC(=O)C1=COCCO1
    2	12	0.0	-2	6	/	6	0	/
CCC(=O)N/N=C(\C)CC(=O)Nc1ccc2c(c1)OCCO2
    -4	15	0.0	-6	2	0.1	4	0	0
COc1cc(NC(=O)C2COc3ccccc3O2)c(OC)cc1Cl (stereo not given)
    3	2	-0.1	-1	5	1.3	-4	0	2
Cc1ccc(C(=O)COc2nc(C)nc3ccccc23)cc1
    -1	5	0.3	-2	6	1.6	1	0	-1
CC(=O)Nc1ccc(S(=O)(=O)NCC(=O)OCC(=O)NCc2ccco2)cc1
    8	-7	-0.2	1	2	-3.3	-7	5	4
Cc1cccc(NC(=O)CCc2nc3sc4c(c3c(=O)[nH]2)CCCC4)c1
    0	-10	-0.1	-2	2	1.0	7	0	2

3 entries drawn at random from those above, as already listed:
Order of results: GLD-1 RNA inh	VLA-4 inh	Efflux pump inh	PME-1 inh	Bcl-xL primary	MEX-5 binding	MCL1-BIM inh	GRK2 inh	Fam108B inh
Cc1ccc(-c2nnn(CC(=O)N(Cc3cccs3)C(C(=O)NC(C)(C)C)c3ccc(C)o3)n2)o1 (stereo not given)
    -2	7	0.1	2	4	1.7	10	0	8
NNC(=O)/C(=C\c1ccco1)NC(=O)c1ccco1
    6	11	-0.2	3	2	-0.2	4	4	-1
NC(=O)c1ccc(OCC(=O)N2CCNC2=O)cc1
    4	-8	-0.2	/	/	/	/	1	/
